# Bioassay records from PubChem BioAssay.
# Scp1 inh – Scp-1 (human) phosphatase inhibition | Recombinant Scp1, phosphopeptide, malachite green phosphate absorbance | inhibition, % at 20 µM | Q9GZU7 | 340,000 tested, 0.88% active;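 active means inhibition above about 50% at 20 µM, limit read from the data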;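 further: plate controls were DMSO wells with enzyme for no effect and wells lacking enzyme for full effect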
#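 System: SCP-1 catalytic domain; Reagent: Phospho 17-mer peptide substrate; Doses: one concentration, 20 µM, with 1.0% DMSO; Incubation: 45 min room-temperature reaction, 5 min colour, 30 min stabiliser; Signal: Phosphate-binding colour reagent, absorbance read at 630 nm.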
# Neddylation inh – blocks human cullin neddylation | P61081+Q13564 | TR-FRET cullin neddylation, biochemical | calls only at 25 µM | 360,000 tested, 0.58% active; in the data active means inhibition above about 36%
# DNMT1 block – blocks human DNA methyltransferase DNMT1. AID 588458. inhibition (reported as % activation of signal), % at 10 µM. DNMT1 molecular beacon, Hinp1I cleavage, fluorescence. P26358. 360,000 tested, 0.83% active; in the data active means inhibition above about 50%
# Target sequence (P26358 504-1616 limits assumed): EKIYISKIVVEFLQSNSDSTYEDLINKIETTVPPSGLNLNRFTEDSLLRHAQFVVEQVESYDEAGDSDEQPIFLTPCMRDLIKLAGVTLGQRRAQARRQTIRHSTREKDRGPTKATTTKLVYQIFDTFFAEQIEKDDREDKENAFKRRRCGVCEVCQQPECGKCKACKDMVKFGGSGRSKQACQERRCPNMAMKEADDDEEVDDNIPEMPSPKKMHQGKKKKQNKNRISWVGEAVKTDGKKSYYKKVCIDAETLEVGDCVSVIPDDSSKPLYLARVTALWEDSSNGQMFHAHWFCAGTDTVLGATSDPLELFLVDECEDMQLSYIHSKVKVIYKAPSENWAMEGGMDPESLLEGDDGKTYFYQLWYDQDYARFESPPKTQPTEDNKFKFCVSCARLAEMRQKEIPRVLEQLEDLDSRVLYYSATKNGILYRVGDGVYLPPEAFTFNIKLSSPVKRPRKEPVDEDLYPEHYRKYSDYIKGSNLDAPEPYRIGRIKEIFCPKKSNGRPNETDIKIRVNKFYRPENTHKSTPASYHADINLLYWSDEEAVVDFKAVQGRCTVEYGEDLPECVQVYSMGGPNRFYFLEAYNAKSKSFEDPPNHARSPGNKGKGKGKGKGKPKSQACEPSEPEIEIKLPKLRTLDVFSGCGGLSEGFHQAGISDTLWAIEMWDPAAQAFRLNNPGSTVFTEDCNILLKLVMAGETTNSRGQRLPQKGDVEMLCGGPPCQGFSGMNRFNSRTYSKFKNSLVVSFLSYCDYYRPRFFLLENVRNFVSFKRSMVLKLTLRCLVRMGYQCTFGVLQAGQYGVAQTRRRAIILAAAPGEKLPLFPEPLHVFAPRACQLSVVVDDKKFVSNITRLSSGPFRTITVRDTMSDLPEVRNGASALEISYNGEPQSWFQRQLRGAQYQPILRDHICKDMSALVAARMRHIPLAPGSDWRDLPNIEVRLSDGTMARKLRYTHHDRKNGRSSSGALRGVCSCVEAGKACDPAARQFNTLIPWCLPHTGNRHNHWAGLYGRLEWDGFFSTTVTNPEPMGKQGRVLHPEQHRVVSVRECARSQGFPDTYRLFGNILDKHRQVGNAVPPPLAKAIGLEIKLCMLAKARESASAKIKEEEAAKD
# NadD inh – inhibitors of Staphylococcus aureus NadD. inhibition, % at 20 µM. 360,000 tested, 0.78% active. purified NadD enzyme, colorimetric absorbance read-out; in the data active means inhibition above about 26%; further: some compounds past the cut are filed as inactive
# LMPTP block – blocks human LMPTP phosphatase; P24666; recombinant LMPTP-A, OMFP fluorogenic substrate, fluorescence intensity; inhibition, % at 20 µM; 360,000 tested, 0.22% active; AID 651560;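 active means compounds that cut the enzyme signal by at least half of the control window in the single-dose screen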;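 further: plate controls were DMSO wells with enzyme plus substrate for no effect and substrate without enzyme for full effect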
#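 Assay system: LMPTP-A phosphatase enzyme | Input: 0.625 nM enzyme | Also added: Fluorogenic phosphatase substrate OMFP at 400 µM final | Compound dosing: One test concentration per compound, 20 µM, with 3% DMSO overall | Schedule: 50 min enzyme reaction at room temperature, protected from light | Signal: Fluorescence intensity | Benchmarks: no-enzyme and uninhibited controls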
# Tb MetRS inh – blocks T. brucei methionyl-tRNA synthetase activity. inhibition, % at 11.9 µM. 360,000 tested, 0.4% active. purified T. brucei MetRS, ATP depletion, Kinase-Glo luminescence;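 active means inhibition above a per-plate cutoff of the control wells' mean inhibition plus 3 SD, cut at about 5.5% in these data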;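 further: 0% = DMSO wells median and 100% = median of wells with control inhibitor compound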
#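 Test system – parasite MetRS enzyme · Reagent – substrates ATP, L-methionine and bulk Escherichia coli tRNA · Doses – 11.9 µM compound single dose, 0.9% DMSO · Times – 15 min enzyme-compound preincubation, 2 h reaction, 10 min detection, 25 °C · Signal – Kinase-Glo luminescence, ATP depletion format · Controls – DMSO-only wells as low control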
# STEP inh – inhibitors of human striatal-enriched phosphatase STEP; P54829; recombinant STEP, OMFP fluorogenic substrate, fluorescence; inhibition, % at 20 µM; 360,000 tested, 0.25% active; AID 588621;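 active means inhibition at 20 µM, scaled per plate between control wells, above about 37%, limit read from the data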;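 further: 0% = DMSO with enzyme and substrate and 100% = substrate only without enzyme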
#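 System: STEP (striatal-enriched tyrosine phosphatase) enzyme, cell-free; medium: Bis-Tris pH 6.0 buffer with DTT, detergent; dosing: 20 µM, 1% DMSO; times: reaction 20 min, ambient temperature; detection: fluorescence, 480/540 nm; read-out basis: normalized % inhibition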
# SUMO1 PPI mod – SUMO1-SIM interaction modulation. SUMO1 binding to a labelled peptide, TR-FRET, 1 h. inhibition, % at 20 µM. 360,000 tested, 0.33% active; in the data active means inhibition above about 37%
# SKN-1 inh – inhibitors of C. elegans SKN-1. C. elegans VP596 Pgst-4::GFP/RFP ratio, acrylamide-induced, 24 h. inhibition, % at 21.8 µM. 360,000 tested, 0.49% active;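 active means interference check ratio from 0.5 to 1.5 plus GFP to RFP signal ratio inhibition reaching or exceeding a fixed threshold, cut at about 30% in these data, passing the limit was not always enough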; further: some compounds called inactive have numbers as strong as hits
# CendR NRP1 mod – alters CendR peptide binding to human NRP-1; AID 602438; 360,000 tested, 0.85% active; FAM-RPARPAR peptide binding to NRP-1, fluorescence polarization; O14786; inhibition, % at 25 µM;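 active means inhibition or corrected inhibition above about 18%, plus a signal ratio from 0.5 to 1.5, limit read from the data, passing the limit was not always enough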; further: strong numbers were not always called active
# Starred values were filed as active, the others as inactive; i = inactive; / = no result given.
no.	Molecule	Scp1 inh	Neddylation inh	DNMT1 block	NadD inh	LMPTP block	Tb MetRS inh	STEP inh	SUMO1 PPI mod	SKN-1 inh	CendR NRP1 mod
1	CCCCN(C)Cc1c(C)[nH]c2c(ccc3ccccc32)c1=O	-3.7	i	-1.6	-2.2	1.8	-1.4	-0.1	2.2	7.3	1.5
2	CCOC(=O)C1(C)CCN1C(=O)c1cc(C)oc1C (centres undefined)	/	i	6.7	-1.0	-0.6	-0.1	-4.0	2.6	-0.2	9.7
3	CN=C1S/C(=C\c2cn(CC(=O)OC)c3ccccc23)C(=O)N1C	-4.6	i	-1.2	-0.9	0.8	-0.5	1.4	-18.3	1.0	-50.4
4	CCOC(=O)C1CCN(C(=O)COC(=O)COc2ccc(Cl)cc2)CC1	0.2	i	1.2	0.4	-1.8	-0.1	0.7	-1.4	1.8	1.3
5	O=C1CN(C(=O)c2cc(Br)c(Br)s2)c2ccccc2N1	-7.2	i	0.8	9.3	0.5	-0.4	1.8	-2.9	-21.7	-16.5
6	CC(C)CCNC(=O)Cc1ccc(Nc2nc(=S)[nH]c3ccccc23)cc1	-0.3	i	0.3	5.8	-0.8	-0.4	-2.2	19.7	7.1	-5.1
7	CC(=O)N1CCCN(Cc2cn(-c3ccc(C)cc3)nc2-c2ccc(F)cc2)CC1	-1.5	i	-6.4	-5.9	0.1	-0.7	-0.9	-0.3	4.5	-5.6
8	COc1ccccc1NC(=O)CCC(=O)OC(C)C(=O)c1ccccc1 (centres undefined)	-10.3	i	2.7	-9.0	-1.4	-0.5	-2.1	-1.8	-8.8	3.8
9	COc1cc(NC(=O)c2cccc3c2C(=O)N(C2CCCCC2)C3)cc(OC)c1OC	25.9	i	11.7	-6.5	16.7	-1.5	9.2	8.1	5.2	0.5
10	COCCCn1c(C(=O)Nc2ccc3c(c2)OCO3)cc2c(=O)n3cccc(C)c3nc21	/	/	83.0*	-8.4	16.5	-0.4	6.4	31.3	-6.0	-11.6
11	COc1ccc(N(CC(=O)NCCSc2ccccc2)S(=O)(=O)c2ccccc2)cc1	-11.0	i	-0.9	-10.6	1.4	-0.5	-2.9	3.5	3.4	-7.0
12	CCCC(C)NC(C)C(=O)NC1CCCC1 (centres undefined)	-12.6	i	16.1	-6.8	-0.6	0.1	-1.2	-1.4	7.8	1.5
13	COC(=O)c1ccccc1NC(=O)CSc1nccn1C	-1.9	i	0.3	0.6	-1.7	-0.5	-1.4	-2.1	12.2	22.6
14	CC1CCCCN1CCCNC(=O)CCCN1C(=O)c2cccnc2Sc2ccccc21 (centres undefined)	-3.1	i	0.4	-6.1	0.0	0.1	-0.8	1.0	-10.6	-2.6
15	CC[C@@]1(C(=O)OC)N[C@H](CN(C)C(=O)C2CCCCC2)[C@@H]2C(=O)N(Cc3ccccc3)C(=O)[C@@H]21	8.2	i	5.1	-1.6	-1.7	-2.5	0.2	1.5	-8.7	-12.0
16	O=C(COC(=O)c1cncc(Br)c1)NCCC1=CCCCC1	-4.9	i	-8.3	-0.4	0.9	-0.5	-2.9	-0.8	-6.7	-8.6
17	Cc1ccc(S(=O)(=O)C(C#N)c2nc3ccccc3nc2OC(C)C)cc1 (centres undefined)	-4.0	i	-5.4	6.6	0.2	-0.5	-1.1	-1.3	-3.6	-42.8
18	Cc1ccc2c(c1)c1c(n2C)C(C(N)=O)CCC1 (centres undefined)	2.3	i	-2.2	1.4	0.1	0.2	-1.5	-3.4	11.7	-1.9
19	O=C1CCCCC1c1cccc2ccccc12 (centres undefined)	-2.5	i	0.3	1.6	0.5	-0.5	1.2	1.1	11.3	-6.6
20	O=c1[nH]c2ccc(S(=O)(=O)NCCO)cc2[nH]1	-1.3	i	16.1	9.2	-1.1	-0.1	1.5	1.8	0.2	-15.9
21	CCOCCn1c(N2CCCC2)nc2c1c(=O)n(C)c(=O)n2C	0.3	i	1.1	0.8	-0.2	-0.1	-2.0	0.0	-0.1	3.6
22	O=C1C(CCc2ccccc2)ON=C(c2cnccn2)N1Cc1ccc(F)cc1 (centres undefined)	/	i	8.9	-2.7	1.4	-1.0	-2.3	3.8	-3.2	-10.8
23	Cc1ccnc(NC(=O)Nc2ccc3c(c2)N(C)C(=O)CS3)c1	-4.4	i	-10.0	9.5	-0.9	0.2	-3.3	-1.1	5.4	-39.5

# No new results follow: an excerpt of the list.
no.	Molecule	Scp1 inh	Neddylation inh	DNMT1 block	NadD inh	LMPTP block	Tb MetRS inh	STEP inh	SUMO1 PPI mod	SKN-1 inh	CendR NRP1 mod
1	CCCCN(C)Cc1c(C)[nH]c2c(ccc3ccccc32)c1=O	-3.7	i	-1.6	-2.2	1.8	-1.4	-0.1	2.2	7.3	1.5
2	CCOC(=O)C1(C)CCN1C(=O)c1cc(C)oc1C (centres undefined)	/	i	6.7	-1.0	-0.6	-0.1	-4.0	2.6	-0.2	9.7
3	CN=C1S/C(=C\c2cn(CC(=O)OC)c3ccccc23)C(=O)N1C	-4.6	i	-1.2	-0.9	0.8	-0.5	1.4	-18.3	1.0	-50.4
4	CCOC(=O)C1CCN(C(=O)COC(=O)COc2ccc(Cl)cc2)CC1	0.2	i	1.2	0.4	-1.8	-0.1	0.7	-1.4	1.8	1.3
5	O=C1CN(C(=O)c2cc(Br)c(Br)s2)c2ccccc2N1	-7.2	i	0.8	9.3	0.5	-0.4	1.8	-2.9	-21.7	-16.5
6	CC(C)CCNC(=O)Cc1ccc(Nc2nc(=S)[nH]c3ccccc23)cc1	-0.3	i	0.3	5.8	-0.8	-0.4	-2.2	19.7	7.1	-5.1
7	CC(=O)N1CCCN(Cc2cn(-c3ccc(C)cc3)nc2-c2ccc(F)cc2)CC1	-1.5	i	-6.4	-5.9	0.1	-0.7	-0.9	-0.3	4.5	-5.6
8	COc1ccccc1NC(=O)CCC(=O)OC(C)C(=O)c1ccccc1 (centres undefined)	-10.3	i	2.7	-9.0	-1.4	-0.5	-2.1	-1.8	-8.8	3.8
